Runt-SMMHC FRET = inhibitors of RUNX1 Runt–CBFb-SMMHC binding, primary screen, biochemical, FRET, Cerulean-Runt, Venus-CBFb-SMMHC, uHTS | Runt-related transcription factor 1 (Homo sapiens) + Core-binding factor subunit beta … | Cerulean-Runt/Venus-CBFb-SMMHC FRET ratio 530/480, 1 h | inhibition, % at 20 µM | 220,000 compounds, 0.74% hits;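 active = mean inhibition across duplicate retests at 20 µM reaching about 50%, limit read from the data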;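 also: 0% = DMSO wells and 100% = wells with excess untagged CBFb-SMMHC; inhibitors lower the FRET ratio by blocking Runt binding to CBFb-SMMHC; some results filed as inactive read as strong as hits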
EBV gp42 inh = Epstein-Barr virus gp42 inhibitors, primary screen, biochemical, uHTS, fluorescence polarization; inhibition, % (tested at 21.74 µM); AID 1085, 2008; Fluorescence polarization binding assay, mP read-out; 220,000 compounds, 0.42% hits; Glycoprotein 42 (Epstein-Barr virus (strain AG876)), Q1HVG2; in the data active = inhibition above about 50%
Target sequence (Q1HVG2 whole entry, looked up): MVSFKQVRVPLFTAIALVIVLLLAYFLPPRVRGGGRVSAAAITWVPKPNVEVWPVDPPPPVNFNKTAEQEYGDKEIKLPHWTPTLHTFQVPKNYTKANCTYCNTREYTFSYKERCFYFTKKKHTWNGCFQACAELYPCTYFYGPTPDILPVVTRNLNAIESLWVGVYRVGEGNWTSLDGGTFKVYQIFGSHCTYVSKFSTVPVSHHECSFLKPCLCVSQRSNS
NCF1 inh = p47phox/p22phox peptide binding inhibitors, primary screen, biochemical, uHTS, NADPH oxidase regulatory subunit; fluorescence polarization, 2 h; 220,000 compounds, 0.53% hits; inhibition, % at 24.7 µM; AID 1274, 2008;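 active = inhibition above about 30%, limit read from the data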;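 also: 0% = p47phox with labelled peptide and 100% = labelled peptide alone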
Target sequence (P14598 whole entry, looked up): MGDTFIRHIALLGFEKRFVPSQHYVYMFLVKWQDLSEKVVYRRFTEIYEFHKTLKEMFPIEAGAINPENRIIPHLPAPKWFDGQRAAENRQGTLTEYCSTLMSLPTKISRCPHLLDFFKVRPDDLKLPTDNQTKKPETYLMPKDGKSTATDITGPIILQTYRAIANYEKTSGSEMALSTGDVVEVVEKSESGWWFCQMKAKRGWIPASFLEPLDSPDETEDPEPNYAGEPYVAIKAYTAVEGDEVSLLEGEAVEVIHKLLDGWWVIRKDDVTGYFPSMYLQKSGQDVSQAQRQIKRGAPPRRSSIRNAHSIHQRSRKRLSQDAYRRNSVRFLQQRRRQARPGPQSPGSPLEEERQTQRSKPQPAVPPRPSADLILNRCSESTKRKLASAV
PPC-1+TRAIL kill = compounds killing PPC-1 cancer cells with TRAIL present, primary screen, TRAIL potentiator project, ATPLite luminescence, uHTS | PPC-1 cells + TRAIL, ATPLite viability luminescence | 220,000 compounds, 0.41% hits | cell killing (% activity), % at 4 µM | AID 1443, 2008;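 active = cell killing above 50% in the first pass at 4 µM, then a duplicate retest at 5 µM averaging 50% or more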;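 also: plate controls were cells with TRAIL plus DMSO for no effect and medium-only wells lacking cells for full effect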
TRPML3 ag = human TRPML3 channel agonists, primary screen, cell-based, HEK293 TRPML3-YFP, Fluo-8 calcium fluorescence, 3 µM | Mucolipin-3 (Homo sapiens), Q8TDD5 | 220,000 compounds, 0.29% hits | AID 1448, 2008 | activation, % at 3 µM | 100% = the carbachol control signal;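 active = activation above its plate's cutoff, the mean activation of the plate's test wells plus 3 SD, cut at about 12% in these data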;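 also: 0% = DMSO only wells and 100% = carbachol wells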
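Material: TRPML3-YFP stable HEK293 cells | Dosing: One concentration, 3 µM nominal, 0.3% DMSO | Timing: 125 s total fluorescence read per well | Technique: Fluo-8 calcium dye fluorescence, ex 470-495, em 515-575 nm | Measure: Percent activation from peak-to-basal fluorescence ratio, scaled between DMSO and carbachol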
TNF necrop inh = inhibitors of TNF-alpha triggered necroptosis, primary screen, cell-based, Jurkat FADD-/-, single concentration | Jurkat FADD-/- TNF necroptosis rescue, ATP luminescence, 24 h; 0 = TNF only, 100 = no-TNF cells | activation (protection from cell death), % at 10 µM | 220,000 compounds, 0.068% hits | AID 463075, 2010;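 active = activation, meaning protection from cell death, of at least 50% relative to plate controls; inactive = activation below 50%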;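 also: necroptosis triggered by 40 ng/mL TNF-alpha added together with compound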
Mdm2 ligase inh = MDM2-luciferase reporter signal enhancers, primary screen, MDM2 E3 ligase inhibitor project, cell-based, luminescence, 1536-well | E3 ubiquitin-protein ligase Mdm2 (Homo sapiens), Q00987 | signal enhancement, % at 5 µM | cell-based MDM2 ubiquitination luciferase reporter, 2 h; 0 = plate control, 100 = twice control, blank-subtracted | AID 1230, 2008 | 210,000 compounds, 0.11% hits;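 active = signal enhancement of 30% or more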;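 also: luminescence tracks abundance of the self-degrading MDM2-luciferase fusion protein; higher signal means inhibition of MDM2 E3 ligase activity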
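Assay system: stable mammalian line carrying autodegrading MDM2–luciferase fusion reporter; Input: 2000 cells in each well; Compound dosing: single-point 5 µM; Schedule: 2 h compound exposure at 37 °C; Signal: SteadyLite luciferase luminescence after 15 min room-temperature reagent incubation; Evaluation: % luminescence enhancement versus blank-corrected plate control mean; Benchmarks: plate controls and plate blanks.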
TRPN1 ag = zebrafish TRPN1 channel agonists, primary screen, cell-based, HEK293, calcium fluorescence; HEK293 zebrafish TRPN1-YFP, Fluo-8 calcium fluorescence; 100% = response to 87 µM carbachol; activation, % at 3 µM; 220,000 compounds, 0.18% hits;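 active = activation above its plate's cutoff, the mean activation of test wells on that plate plus 3 SD, cut at about 19% in these data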;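 also: 0% = DMSO alone and 100% = 87 µM carbachol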
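Material – zebrafish TRPN1-YFP in HEK293 cells · Doses – 3 µM single point · Schedule – dye 1 h 37 °C plus 30 min RT · Signal – Fluo-8 calcium fluorescence, excitation 470-495 nm, emission 515-575 nm · Read-out – % activation versus carbachol response · Control set – carbachol high, DMSO low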
CHOP inh = inhibitors of CHOP promoter induction, primary screen, cell-based, unfolded protein response, luciferase reporter; inhibition, % at 10 µM; CHO-K1 CHOP-promoter luciferase, tunicamycin-induced, 15-18 h; 220,000 compounds, 3.8% hits;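 active = compounds that reduced the stress-induced luciferase reporter signal by more than about 70% of percent inhibition, limit read from the data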;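 also: 0% = tunicamycin plus vehicle and 100% = wells without tunicamycin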
* marks the source's active call; other numbers are inactive results; nt = no result given. Rows are unselected; any-hit rate near 5.9%.

SMILES | Runt-SMMHC FRET | EBV gp42 inh | NCF1 inh | PPC-1+TRAIL kill | TRPML3 ag | TNF necrop inh | Mdm2 ligase inh | TRPN1 ag | CHOP inh
Cc1cc(C)n(C2CC(=O)N(c3cc(Cl)cc(Cl)c3)C2=O)n1 (centres undefined) | 0 | -16 | -5 | 13 | -1.0 | -0.1 | -5 | -1.4 | -11
NC(=O)C(=O)N/N=C/c1c(F)c(F)c(F)c(F)c1F | -4 | -14 | 1 | 1 | 0.9 | 11 | 7 | 1.0 | 18
CCC(Oc1ccccc1)C(=O)NC1CCSC1=O (centres undefined) | nt | -1 | 3 | nt | -0.8 | -0.2 | -8 | 0.5 | -7
CCN(CC)C(=O)NC1CCCCCCC1 | 2 | -12 | -10 | -2 | 0.5 | 2.8 | -15 | 0.5 | 23
Cc1cccc(C(=O)Nc2ccc(O)cc2C(=O)O)c1 | -6 | 7 | -10 | 2 | 0.4 | -0.4 | -10 | 0.5 | 5
Cc1nn(C)c(C)c1NC(=O)CSc1nc(C2CC2)nc2c1cnn2-c1ccccc1 | -1 | 10 | 13 | 18 | 0.1 | -5.8 | -32 | 0.1 | 102*
CCCCn1nnnc1NCc1ccc(N(CC)CC)cc1 | 2 | -21 | -14 | 0 | -0.4 | -1.0 | -9 | -0.9 | 13
O=C(CCSc1nnc2scc(-c3ccccc3)n12)NCc1ccc2c(c1)OCO2 | -3 | -8 | 5 | 0 | -0.1 | -0.8 | -6 | -0.9 | -17
CNCCOc1ccccc1C(C)(C)C | -6 | -21 | -6 | -17 | 1.1 | 2.1 | -7 | 0.2 | 57
COc1ccc(S(=O)(=O)N(C)C)cc1NC(=O)Cc1c[nH]c2ccccc12 | 4 | 3 | -8 | -3 | 0.3 | 1.3 | -33 | 1.8 | -12
O=C(Nc1ccc2c(c1)C(=O)N(CC1CCCO1)C2=O)c1ccc(Cl)c(Cl)c1 (centres undefined) | -1 | -15 | -4 | 13 | 0.6 | -10 | -7 | 0.6 | 91*
O=C(O)c1cccc(NC(=S)N/N=C/c2ccccc2OCc2ccc(Br)cc2)c1 | -7 | -17 | -43 | 14 | -0.4 | 2.1 | -7 | -1.1 | 48
CCC(C)(C)C1CCc2[nH]nc(C(=O)NN)c2C1 (centres undefined) | -1 | -7 | 0 | 2 | 0.0 | 0.8 | -7 | 2.1 | -2
COc1ccc2oc(C(=O)NN3C(C)CCCC3C)c(C)c2c1 (centres undefined) | 5 | -3 | 7 | 14 | 0.0 | 0.2 | -13 | -0.2 | 8
Cn1c(SCC(=O)NCc2ccco2)nc2ccccc2c1=O | -3 | -20 | -1 | -3 | 0.5 | -0.2 | -22 | 1.0 | 14
COC(=O)c1cc(-c2cccc(OC)c2)on1 | -4 | -7 | 5 | 9 | -0.2 | 1.3 | -14 | 0.0 | 16
CC(C)C(=O)N1CCN(c2ccccc2NC(=O)c2cccc(Cl)c2)CC1 | -1 | -7 | -11 | -2 | -0.3 | -1.5 | -23 | -0.7 | -12
CC(=O)Nc1sc2c(c1C(=O)N1CCOCC1)CCCCC2 | -4 | 0 | 3 | 17 | -0.6 | -0.2 | -5 | -0.7 | 17
COc1ccc(C2C(C(=O)Nc3cccnc3)=C(C)Nc3nc(-c4cccs4)nn32)cc1 (centres undefined) | -2 | 6 | -14 | 14 | 0.8 | -0.5 | nt | 1.5 | 22
CCOC(=O)N1CCN(CC(=O)Nc2cc3c(cc2C(C)=O)OCO3)CC1 | -4 | -13 | -8 | 3 | 0.4 | 1.7 | -2 | -0.9 | 27
Nc1c(C(=O)CCC(=O)O)oc2ccc(Cl)cc12 | -3 | 7 | -1 | 18 | 0.9 | 1.6 | -7 | 0.7 | 16
O=C(CN1C(=O)CSC1=O)N1CCCCC1 | 6 | -3 | -1 | 0 | 1.3 | -1.8 | -6 | 0.1 | -24
Cc1ccc(S(=O)(=O)N(C)c2c(C)ccc(S(=O)(=O)N3CCN(C)CC3)c2C)cc1 | 3 | -10 | -16 | 2 | 8.1 | -1.1 | -6 | -0.6 | 2
O=C1C2C3CCCC3=C3CCCC3C2C(=O)N1c1ccccc1 (centres undefined) | -8 | -17 | -6 | 12 | -0.6 | 3.2 | 6 | -0.8 | 33
O=C(Nc1ccc2c(c1)OCO2)Nc1ccccn1 | 1 | -6 | 0 | 33 | 0.1 | 0.3 | 12 | 0.6 | 1
COc1cccc(C(C)N(C)Cc2nc(-c3ccoc3)oc2C)c1 (centres undefined) | nt | -4 | 3 | nt | -0.1 | 1.5 | -28 | -1.4 | -1
O=C(Cc1n[nH]c(=O)[nH]c1=O)N/N=C/c1cccc(Cl)c1 | 1 | 2 | -5 | -7 | -0.2 | 1.1 | -14 | 2.2 | 5
COc1ccc(C(=O)NCC(=O)OCc2csc(-c3ccccc3)n2)cc1 | 0 | -11 | -5 | 16 | -0.5 | 1.8 | 5 | 0.0 | 15
COCCNCc1ccc(Cl)cc1Cl | -2 | -4 | 6 | 10 | 0.3 | 2.8 | 6 | -0.3 | 5
CCOc1cc(/C=C2/C(=N)N3OC(C)=CC3=NC2=O)ccc1OC | -4 | -5 | -6 | 12 | 0.9 | -0.2 | -13 | -0.5 | 5
COc1ccc(C)cc1NC(=O)Nc1ccccc1 | -3 | -18 | -9 | 7 | 0.4 | -0.4 | -9 | 0.0 | 41
Cc1cccc(C)c1NC(=O)c1sccc1SCc1cccc(C(F)(F)F)c1 | 1 | 4 | -6 | -12 | 6.3 | -2.5 | -16 | 2.3 | 82*
N/C(=N\OC(=O)Oc1ccccc1)c1ccc([N+](=O)[O-])cc1 | 5 | 0 | -6 | 10 | 0.3 | 1.3 | 10 | -0.1 | -20
COc1ccccc1OCCN(C#N)c1nc(N(C)C)nc(N(C)C)n1 | 1 | -13 | -2 | 1 | 0.1 | 1.2 | 12 | -0.6 | 4
CCOC(=O)c1ccc(N2C(=O)c3n[nH]c(C)c3C2c2ccc(OC)cc2)cc1 (centres undefined) | -3 | -14 | -5 | 10 | -0.3 | -2.0 | -30 | 0.7 | 52
O=C1c2ccccc2-c2cccc(NS(=O)(=O)c3ccc(C(F)(F)F)cc3)c21 | -247 | -4 | 1 | 19 | 1.0 | -1.7 | -2 | 0.4 | 20
CSc1nc2c(c(=O)n1C)SC(C)C2 (centres undefined) | 4 | -15 | -15 | -18 | 0.3 | -1.3 | -13 | 0.4 | 14
Cc1onc(-c2ccccc2Cl)c1C(=O)NC(=S)NCc1cccnc1 | 0 | -5 | -14 | 13 | -0.6 | 1.2 | -7 | -1.5 | -9
COc1ccc([N+](=O)[O-])cc1N/C(=N/S(=O)(=O)c1ccccc1)c1ccccc1 | 0 | 5 | 10 | -12 | -0.7 | 0.1 | -17 | -1.1 | 16
OC[C@H]1OC(Nc2ccc(N=Nc3ccccc3)cc2)[C@@H](O)[C@@H](O)[C@@H]1O (some centres undefined) | -5 | -16 | -12 | 7 | 0.7 | 3.4 | -7 | 0.6 | -11

A different layout for part of the listing above:
smiles	Runt-SMMHC FRET	EBV gp42 inh	NCF1 inh	PPC-1+TRAIL kill	TRPML3 ag	TNF necrop inh	Mdm2 ligase inh	TRPN1 ag	CHOP inh
CCCCn1nnnc1NCc1ccc(N(CC)CC)cc1	2	-21	-14	0	-0.4	-1.0	-9	-0.9	13
Cc1ccc(S(=O)(=O)N(C)c2c(C)ccc(S(=O)(=O)N3CCN(C)CC3)c2C)cc1	3	-10	-16	2	8.1	-1.1	-6	-0.6	2
COc1ccc(S(=O)(=O)N(C)C)cc1NC(=O)Cc1c[nH]c2ccccc12	4	3	-8	-3	0.3	1.3	-33	1.8	-12
O=C(O)c1cccc(NC(=S)N/N=C/c2ccccc2OCc2ccc(Br)cc2)c1	-7	-17	-43	14	-0.4	2.1	-7	-1.1	48

(continued)
SMILES | Runt-SMMHC FRET | EBV gp42 inh | NCF1 inh | PPC-1+TRAIL kill | TRPML3 ag | TNF necrop inh | Mdm2 ligase inh | TRPN1 ag | CHOP inh
CCN(CC)S(=O)(=O)c1ccc2oc(C(=O)O)c(C)c2c1 | -1 | 10 | -4 | 14 | 0.4 | -0.4 | -13 | -0.5 | 17
CNC(=O)c1oc(-c2ccccc2)nc1C | 0 | -7 | -2 | -2 | 0.7 | 0.6 | 0 | 0.9 | -4
COc1ccc(CNC(=O)c2ccc(NC(=O)CC3SC(N4CCCC4)=NC3=O)cc2)cc1 (centres undefined) | -2 | -23 | -21 | -1 | 0.5 | -1.4 | -9 | 0.8 | 12
Cc1ccc(C(=O)N/C(=C/c2ccco2)C(=O)NCCCn2ccnc2)cc1 | 0 | -15 | -8 | 15 | 0.6 | 1.5 | -9 | 1.3 | -36
CN(Cc1nc(-c2ccccn2)no1)S(=O)(=O)c1ccccc1 | -4 | -4 | -11 | 6 | 0.9 | -0.5 | -4 | 1.0 | -34
NC(=O)[C@@H]1CC2(CC(c3cccc(NC(=O)CC(c4ccccc4)c4ccccc4)c3)=NO2)CN1C(=O)COc1ccc(Cl)cc1 (some centres undefined) | -6 | -14 | -21 | 22 | nt | -7.8 | -5 | nt | 7
CCCN(CC(=O)Nc1cc(C)on1)S(=O)(=O)c1cccc(C(F)(F)F)c1 | 3 | -14 | -1 | -12 | -0.9 | 1.1 | -12 | -2.6 | 7
CCC(c1nnc(SCC(=O)Nc2ccc(C(=O)Nc3ccccc3OC)cc2)o1)N(C)C (centres undefined) | -5 | -7 | -12 | 21 | 0.5 | -0.5 | -2 | 0.1 | 16
Cc1nc2c(c3c1[nH]c1ccccc13)C(=O)CC(C)(C)C2 | -30 | 6 | 2 | 11 | 0.6 | -2.0 | -7 | 0.9 | 20
Cc1ccc(NC(=O)CSc2nc(N)cc(=O)[nH]2)cc1Cl | 1 | -15 | -7 | 6 | 1.2 | 1.1 | -10 | -1.2 | 8
C=CCNc1nnc(-c2ccncc2)s1 | -2 | -1 | -7 | 0 | 0.8 | -1.7 | -7 | 0.6 | 28

Compound activity from PubChem BioAssay.
